Hsp70 inhibitors: small molecules displacing fluorescent ligand from Hsp70 – biochemical, fluorescence polarization, primary screen (AID 583) | displacement, % at 20 µM; hits with a dose series show IC50 in µM | 0.06% of 140,000 active | Hsp70 fluorescence polarization probe displacement, mP; higher % means a stronger effect; in the data active means displacement above about 50%;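 further: plate controls were vehicle for no effect and reference ligand for full effect; a part of the inactive calls stands beside numbers as strong as those of hits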
Rat MKP-3 inhibitors: inhibition of rat DUSP6 enzyme activity – biochemical, in vitro, primary screen (AID 425); 0.17% of 110,000 active; inhibition, % at 20 µM, or IC50 in µM where a hit was titrated; recombinant MKP-3 phosphatase activity, fluorescence; higher % means a stronger effect; in the data active means inhibition above about 50%;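 further: plate controls were vehicle for no effect and reference inhibitor for full effect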
Starred values were filed as active, the others as inactive; x = not tested or not shown; & = joins results of further samples. Some of the compounds tested (hit frequency here may not be typical).

canonical_smiles | Hsp70 inhibitors | Rat MKP-3 inhibitors
CCC1CCCN1Cn1cnc2c([nH]c3ccccc32)c1=O (stereo not drawn) | 6.1% | -4%
CN1C(=O)c2ccc(NC(=O)c3c(F)c(F)c(F)c(F)c3F)cc2C1=O | 6.1% | -7%
COc1ccccc1CN1CCCC(C(=O)N(C)Cc2ccccc2)C1 (stereo not drawn) | 4.3% | -11%
CSc1ccccc1C(=O)Nc1cc(C)cc(C)c1 | -4.2% | x
COc1ccc(OC)c(NC(=O)c2ccc(OC)cc2OC)c1 | -1.8% | 0%
COC(=O)C1=C(C)Nc2nnnn2C1c1ccc(Cl)cc1Cl (stereo not drawn) | -3.6% | -4%
COc1ccc(C(=O)N2CCN(C3CCN(Cc4ccccc4)CC3)CC2)cc1 | -3.8% | 1%
CC(=O)c1cccc(NC(=O)CC2S/C(=N\N=C\c3ccc(C)o3)NC2=O)c1 (stereo not drawn) | 1.2% | 2%
COc1cccc(CNC(=O)C2CCN(S(=O)(=O)c3ccc(F)cc3)CC2)c1 | 1.7% | -4%
CCOC(=O)c1ccc(NC(=O)c2c(Cl)cccc2Cl)cc1 | -0.2% | 5%
Nn1c(SCC(=O)N2CCN(S(=O)(=O)c3ccc(Cl)cc3)CC2)nnc1-c1cccs1 | -4.5% | x
CC(C)(C)SCCNC(=O)CSc1ccccc1 | -1.7% | -1%
CCOC(=O)C1=CN(C)C=C(C(=O)OCC)C1c1ccsc1 | -3.6% | -7%
COc1ccc(S(=O)(=O)Cc2ccc(C(=O)N3CCN(c4ccccc4)CC3)o2)cc1 | x | -7%
CCOC(=O)c1cccc(NC(=O)C2CCCN(S(=O)(=O)c3c(C)nn(C)c3C)C2)c1 (stereo not drawn) | -0.1% | -3%
O=C(c1ccco1)N1CCN(Cc2ccccc2Cl)CC1 | -1.2% | 8%
CCOC(=O)CSc1nnc(CNC(=O)Cc2ccccc2)n1C | 7.9% | 4%
CN1CCN(C(=O)c2nn3c(C(F)(F)F)cc(-c4ccc(Cl)cc4)nc3c2Cl)CC1 | -0.1% | 2%
Cc1ccc(Cl)cc1N1CCN(CC(=O)Nc2ccc3[nH]c(=O)[nH]c3c2)CC1 | 5.8% | -2%
c1cc2c3c(cccc3c1)C(N1CCCCCC1)=N2 | 5.6% | x
Cc1cc(Cl)ccc1OCC(=O)NNC(=O)Cc1ccc(Cl)cc1 | -4.6% | 4%
COc1ccc(NC(C)=O)cc1NC(C)C(=O)Nc1ccc(F)c(F)c1F (stereo not drawn) | 1.6% | x
c1coc(CNCC2OCCc3ccccc32)c1 (stereo not drawn) | 5.0% | 1%
Cc1cc(C)nc(NC(=O)c2cc3ccccc3o2)n1 | -8.1% | -14%
CCn1c(=N)n(CC(=O)C23CC4CC(CC(C4)C2)C3)c2ccccc21 | -1.8% | -2%
CCCOc1ccc(/C(O)=C2/C(=O)C(=O)N(CCCN3CCOCC3)C2c2ccncc2)cc1 (stereo not drawn) | 5.1% | 0%
CCCSc1nc2c(cnn2-c2ccc(Cl)cc2)c(=O)[nH]1 | 0.2% | -1%
c1ccc(-c2[nH]nc(-c3cccnc3)c2-c2nc3ccccc3[nH]2)cc1 | -3.7% | 0%
Fc1ccccc1-c1nnc2ccc3ccccc3n12 | -3.1% | 5%
NC(=O)c1cnn2c1NC(c1ccc(F)cc1)CC2C(F)(F)F (stereo not drawn) | 0.1% | -1%

Next section, starting with the last 6 of the part before.
canonical_smiles | Hsp70 inhibitors | Rat MKP-3 inhibitors
CCn1c(=N)n(CC(=O)C23CC4CC(CC(C4)C2)C3)c2ccccc21 | -1.8% | -2%
CCCOc1ccc(/C(O)=C2/C(=O)C(=O)N(CCCN3CCOCC3)C2c2ccncc2)cc1 (stereo not drawn) | 5.1% | 0%
CCCSc1nc2c(cnn2-c2ccc(Cl)cc2)c(=O)[nH]1 | 0.2% | -1%
c1ccc(-c2[nH]nc(-c3cccnc3)c2-c2nc3ccccc3[nH]2)cc1 | -3.7% | 0%
Fc1ccccc1-c1nnc2ccc3ccccc3n12 | -3.1% | 5%
NC(=O)c1cnn2c1NC(c1ccc(F)cc1)CC2C(F)(F)F (stereo not drawn) | 0.1% | -1%
O=C(NNc1cccc(F)c1)C(O)(c1ccccc1)c1ccccc1 | -0.7% | 6%
O=[N+]([O-])c1cccc(NS(=O)(=O)c2cc(Cl)ccc2Cl)c1 | 5.2% | 2%
CCOC(=O)c1c(-c2ccc(Cl)cc2)csc1NC(=O)COc1ccc(F)cc1 | -6.0% | 5%
Cc1ccc2oc(=O)c3cnn(CC(=O)N(CCC(C)C)Cc4ccco4)c3c2c1 | 0.4% | -8%
Cc1cc(C)cc(-n2c(O)c(/C=C3\C=Nc4ccccc43)c(=O)[nH]c2=O)c1 | -29% | 0%
CCOC(=O)c1cnn(-c2ncnc3sc(CC)cc23)c1N | 0.5%&-5.6% | 0%&3%
O=C(O)CCCNC(=O)/C(=C\c1ccc(Cl)cc1)NC(=O)c1ccccc1 | -1.4% | 1%
CSc1nc(C2CC2)cc(-c2cccs2)c1C#N | 1.5% | 1%
O=C(CSc1nnc(NC(=O)CN2CCOCC2)s1)Nc1ccccc1 | 2.0% | -3%
OC(C#CCN1CCCCC1)(c1ccccc1)c1ccccc1 | 3.0% | 0%
O=C(c1cc(N2CCCCC2)c(F)cc1[N+](=O)[O-])N1CCCCC1 | -4.4% | -3%
CCCCNC(=O)OCCNC(=O)Oc1cccc(C)c1 | 3.4% | 0%
COc1ccc(S(=O)(=O)Nc2ccc(C)cc2)cc1OC | -2.8% | -8%
O=C(/C=C\c1ccccc1)Nc1ccc2c3c(cccc13)CC2 | 5.5% | -4%
CC1=C(C#N)C2C(/C1=N/O)C2(C)C (stereo not drawn) | 0.4% | 0%
COC(=O)CN(c1ccc(C)cc1)S(=O)(=O)c1ccc(SC)cc1 | -2.0% | 1%
CCCCn1nnnc1SCC(=O)N1CCN(C(=O)c2ccco2)CC1 | 0.0% | -5%
O=C(Nc1ccccc1)c1ccccc1C(=O)N1CCCCC1 | 4.4% | 3%
O=C(Nc1nnc(C2CC2)s1)c1ccc(S(=O)(=O)c2ccccc2)cc1 | -2.9% | x
O=[N+]([O-])c1ccc(N=Cc2c[nH]c3ccccc23)cc1 | -2.7% | -9%
CCc1nnc(NC(=O)c2ccc(S(=O)(=O)N(CCOC)CCOC)cc2)s1 | x | 7%
COc1ccc(/C(N)=N/OC(=O)c2cccc(I)c2)cc1OC | -3.5% | 2%
O=C1CSC(c2ccccc2)N1/N=C/c1ccccc1 (stereo not drawn) | -2.8% | -1%
COC(=O)c1cc(C(=O)Nc2ccc(C(C)=O)cc2)cc([N+](=O)[O-])c1 | 2.8% | 3%
CCCOc1cccc(C(=O)Nc2cc(C(=O)OC)cc(C(=O)OC)c2)c1 | -1.0% | 0%
COc1ccc(C(=O)n2nc(-c3ccccc3)nc2N)cc1OC | 1.9% | 0%
CC(C)c1ccc(C(=O)CSc2n[nH]c(-c3ccncc3)n2)cc1 | -4.2% | x
COC(=O)c1ccc(COc2ccc3c4c(c(=O)oc3c2)CCC4)cc1 | -0.7% | 0%
CC(=O)N(C)c1ccc(NC(=O)COc2ccc3ccccc3c2)cc1 | 5.7% | 1%
CC(=O)N1c2ccccc2NC2=C(C(=O)CC(C)(C)C2)C1c1c(F)cccc1Cl (stereo not drawn) | -3.4% | 4%

An excerpt of these results, with each value named:
Molecule: O=C(NNc1cccc(F)c1)C(O)(c1ccccc1)c1ccccc1
  Hsp70 inhibitors: -0.7%
  Rat MKP-3 inhibitors: 6%

Molecule: CCc1nnc(NC(=O)c2ccc(S(=O)(=O)N(CCOC)CCOC)cc2)s1
  Hsp70 inhibitors: x
  Rat MKP-3 inhibitors: 7%

Further records.
The line under a structure holds: Hsp70 inhibitors, Rat MKP-3 inhibitors
CC(C)(C)n1nc2c(c1NC(=O)COc1ccc(Cl)cc1)CSC2
    0.3%, 4%
CCOc1cccc(N2C(=O)/C(=C/c3ccc(N(CC)CC)cc3OC)C(=O)NC2=S)c1
    -9.5%, 4%
COc1ccc(-c2c(C#N)c(N)nc3c2CC(C)CC3)cc1 (stereo not drawn)
    -2.4%, 1%
COc1cc(Nc2ccccc2Cl)c([N+](=O)[O-])nc1[N+](=O)[O-]
    4.0%, x
CCOC(=O)c1cc(NC(=O)Nc2ccc(OC)c(OC)c2)c(C)nc1C
    x, 0%
CC(C)(C)n1ncc2c(=O)n(CC(=O)c3ccc(Cl)cc3)cnc21
    1.7%, x
CC(C)C(=O)Nc1ccc(N(C)C)cc1
    0.9%, 3%
O=C(CCn1nc(-c2ccc(Cl)cc2)ccc1=O)N1CCOCC1
    -1.4%, 1%
Cc1ccc2[nH]cc(C(=O)CN3CCN(C)CC3)c2c1
    -0.2%, x
COc1cc(/C=C2\SC(=S)N(c3cccc(Cl)c3)C2=O)ccc1O
    8.5%, 1%
COCCNC(=O)c1cc(-c2ccc(OC)c(OC)c2)on1
    -8.8%, -9%
N#C/C=C1/NC(=O)c2ccccc2S1
    -7.0%, 13%
COC(=O)c1ccc(NC(=O)CCNS(=O)(=O)c2ccc(C)cc2)cc1
    -3.1%, 1%
CN(C)c1ccc(/C=C(\C#N)c2nc(C#N)c(N)c(C#N)c2N)cc1
    -30%, 11%
Cc1cc(Cl)ccc1OCC(=O)Nc1ccccc1CO
    10%&-1.3%, -6%&4%
CCCCOP(=O)(C(C)C)C(C)C
    -4.2%, 0%
COc1ccccc1C(=O)Nc1nc2ccc([N+](=O)[O-])cc2s1
    0.1%, 7%
N#C/C(=C\c1cn(CC(=O)Nc2ccccc2)c2ccccc12)C(=O)Nc1ccccc1
    -7.2%, 9%
CC(=O)N1CCN(c2nc(CC(C)C)c3c(c2C#N)CCC3)CC1
    6.2%, -2%
COCC(=O)NCCc1ccc(S(N)(=O)=O)cc1
    1.3%, -6%

The listing continues:
The line under a structure holds: Hsp70 inhibitors, Rat MKP-3 inhibitors
CCOC(=O)N1CCC(NC(=O)Cn2cc3c(n2)CCCCC3)CC1
    -1.1%, -1%
CCOC(=O)c1c(CC(C)C)csc1NC(=O)c1ccccc1Cl
    -0.4%, 2%
NC(=O)c1ccccc1NC(=O)COc1ccccc1Cl
    -0.6%, 2%
CCCC(=O)Nc1ccc(NC(=O)c2ccc(-c3ccc(Cl)cc3)o2)cc1
    -1.0%, 5%
O=c1c2c(nc3cc(-c4cccc(Cl)c4)[nH]n13)CCC2
    -0.4%&-1.2%, 1%
Cc1cc(C)c2c(c1)cc(C)c1nnc(SCC(=O)Nc3cc(C)on3)n12
    0.4%, -2%
C(=N/Nc1nc2ccccc2s1)/c1ccc(N2CCOCC2)cc1
    1.8%, 3%
O=C(Nc1ccc(N2CCN(C(=O)c3ccco3)CC2)cc1)c1cccs1
    -2.3%, -3%
Cc1c(Cc2ccccc2)c(=O)oc2cc(O)ccc12
    8.4%, 6%
CCCCn1c2nc3ccccc3nc2c2c(=N)oc(C)nc21
    x, -6%
CCCCN(CC)S(=O)(=O)N1CCC(C(=O)NCCCN2CCOCC2)CC1
    0.2%, -8%
CCN(CC)Cc1ccc(OC(C)C)c(CN(CC)CC)c1
    3.9%, 4%
CCCOc1ccc(/C(O)=C2/C(=O)C(=O)N(c3cc(C)on3)C2c2ccc(C(=O)OC)cc2)cc1 (stereo not drawn)
    -2.0%, 1%
OCCN(CC#CCC(O)(c1ccccc1)c1ccccc1)Cc1ccccc1
    1.7%, 3%
COc1ccc(C(=O)N2CCN(Cc3cc(OC)c(O)c(OC)c3)CC2)cc1
    -2.2%, 5%
O=C(Cc1c(F)cccc1Cl)c1ccc(O)cc1O
    22%, -2%
CCOc1cc(OCC)cc(C(=O)Nc2ccc(C)cc2)c1
    -1.3%, 0%
C/C(=C1/SC(N2CCCC2)=NC1=O)c1ccc(Cl)cc1
    1.4%, 8%
CCOC(=O)N1CCN(c2c(NCCN(C)Cc3ccccc3)c(=O)c2=O)CC1
    3.4%, -6%
CCC1(CC)C(=O)N(C)C(=O)NC1=Nc1ccccc1
    3.2%, 4%

The listing continues.
The line under a structure holds: Hsp70 inhibitors, Rat MKP-3 inhibitors
Cc1ccc(-c2ccc(CCC(=O)O)n2-c2ccc(O)cc2)cc1
    -2.8%, x
CC(C)Cc1nc2n[nH]c(N)c2c2c1CCCC2
    0.8%, x
Cc1ccc(C(=O)N2CCSCC2)cc1
    4.8%, x
CCOC(=O)c1c(NC(=O)CSc2nnc(CNc3ccc(F)cc3)o2)sc(C)c1C
    2.8%, 2%
CCOC(=O)Cn1c(=O)oc2cc(S(=O)(=O)N3CCCC(C(=O)OCC)C3)ccc21 (stereo not drawn)
    -6.1%, -12%
O=C(N/N=C/c1c2ccccc2cc2ccccc12)c1cccc([N+](=O)[O-])c1
    3.6%, 2%
C(=N\n1cnnc1)/C1CCCCC1
    3.1%, 2%
Cc1ccc(C)c(NC2=NS(=O)(=O)c3ccccc32)c1
    2.5%, -7%
O=C(Nc1c(-c2ccccc2)nc2ccc(Cl)cn12)c1ccc(Br)cc1
    0.3%, 3%
COC(=O)c1c(NS(=O)(=O)c2ccc(C)cc2)sc2c1CCC(C)C2 (stereo not drawn)
    11%, x
CCOc1ccc2c(c1)N(C(=O)CN1C(=O)CCC1=O)C(C)(C)C=C2C
    6.2%, -12%
CC(=O)Nc1ccc(C(=O)Cn2nnc3ccccc3c2=O)cc1
    -5.1%, -16%
COc1ccc(-c2cc(C(=O)N3CCN(C(c4ccccc4)c4ccccc4)CC3)no2)cc1
    -0.2%, 0%
Cc1ccccc1OCC(=O)NCC1CCCO1 (stereo not drawn)
    4.3%, -15%
CCOc1ccccc1NC(=O)CSc1nnc(-c2cnccn2)n1C
    -6.5%, -5%
CC1=NN(c2ccc(S(N)(=O)=O)cc2)C(=O)/C1=C/c1ccc(-c2ccc(Cl)cc2Cl)o1
    -0.1%, 10%
COCCNC(=O)CN(c1ccc(OC)cc1OC)S(C)(=O)=O
    1.1%, -2%
CCOC(=O)C1=C(c2ccccc2)O/C(=C(\C(=O)OC)C(F)(F)F)S1
    2.0%, x
Cc1ccc(OCC(N)=O)c(Br)c1
    2.8%, 4%
Cc1cc(C)n2c(SCC(C)C)nnc2n1
    1.3%, 1%

Source: PubChem BioAssay (Sanford-Burnham Center for Chemical Genomics)
